MBD2 inh = inhibitors of MBD2 binding to methylated DNA, primary screen, biochemical, TR-FRET, DNA-binding domain, human; AID 686964, 2013; 370,000 compounds, 0.31% hits; inhibition, % at 4.4 µM; Methyl-CpG-binding domain protein 2 (Homo sapiens), Q9UBB5; MBD2 binding to methylated oligonucleotide; in the data active = inhibition above about 13%
Target sequence (Q9UBB5 whole entry, looked up, the tested form may be a part): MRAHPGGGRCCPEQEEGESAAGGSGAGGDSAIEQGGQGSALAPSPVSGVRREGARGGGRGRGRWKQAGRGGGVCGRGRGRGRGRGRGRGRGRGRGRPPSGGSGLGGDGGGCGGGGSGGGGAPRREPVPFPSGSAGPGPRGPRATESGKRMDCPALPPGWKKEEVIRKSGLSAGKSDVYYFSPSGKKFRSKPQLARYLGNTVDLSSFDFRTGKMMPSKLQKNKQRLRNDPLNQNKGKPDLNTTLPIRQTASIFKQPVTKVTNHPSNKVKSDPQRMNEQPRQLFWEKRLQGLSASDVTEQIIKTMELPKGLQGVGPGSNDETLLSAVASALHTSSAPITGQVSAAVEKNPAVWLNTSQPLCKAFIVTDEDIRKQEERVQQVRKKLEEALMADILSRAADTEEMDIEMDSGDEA
rCAG RNA binder = binders of r(CAG) RNA repeats, primary screen, biochemical, fluorescence; r(CAG) RNA repeat, TO-PRO-1 dye displacement fluorescence; inhibition, % at 3 µM; 370,000 compounds, 1.3% hits;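 active = inhibition above the plate cutoff, the mean of all test compounds on that plate plus 3 SD, cut at about 35% in these data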;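 also: 0% = DMSO alone and 100% = 100 µM mitoxantrone as full dye displacement; higher means more dye released from RNA so lower well fluorescence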
HTRA1 inhibitor = HTRA1 serine protease inhibitors, primary screen, biochemical, fluorescence polarization, HTS; recombinant HTRA1, FP-rhodamine activity-based probe; inhibition, % at 5.96 µM; 340,000 compounds, 0.5% hits; in the data active = inhibition above about 36%;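 also: 0% = enzyme with DMSO and 100% = wells lacking enzyme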
TCR-CD3 inh = inhibitors of human TCR-CD3 interaction, primary screen, biochemical, fluorescence, TAMRA-labeled TCR probe. AID 651800, 2012. 360,000 compounds, 0.37% hits. T-cell receptor (TCR). inhibition, % at 9.4 µM; in the data active = inhibition above about 19%;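 also: recombinant mutant TCR 2C K166C tagged with TAMRA read by polarization; 0% = receptor in buffer alone and 100% = receptor with positive control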
NPR2 activator = human GC-B receptor activators, primary screen, HEK293 GC-B cells, cGMP TR-FRET, EC30 CNP | Atrial natriuretic peptide receptor 2 (Homo sapiens), P20594 | 0% at EC30 CNP, 100% saturating CNP | activation, % at 10 µM | 370,000 compounds, 0.11% hits | AID 1920062, 2024;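 active = activation at 10 µM reaching about 35% in either raw or pattern-adjusted values, limit read from the data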
PRMT1 inh = PRMT1 methyltransferase inhibitors, primary screen, biochemical, fluorescence polarization. recombinant PRMT1, activity-based probe fluorescence polarization. inhibition, % at 2.79 µM. Protein arginine N-methyltransferase 1 (Homo sapiens), Q99873. 370,000 compounds, 1.3% hits;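 active = inhibition above about 21% made by adding two undisclosed values, limit read from the data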
ABHD4 inh = ABHD4 inhibitors, primary screen, biochemical, fluorescence polarization, mouse | purified mABHD4, FP-Rh probe fluorescence polarization | inhibition, % at 8.92 µM | 370,000 compounds, 0.54% hits;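 active = inhibition exceeding the mean over every tested compound plus 3 SD, cut at about 30% in these data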;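 also: 0% = plate median of compound wells and 100% = S159A mutant with DMSO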
Target sequence (Q8VD66 whole entry, looked up): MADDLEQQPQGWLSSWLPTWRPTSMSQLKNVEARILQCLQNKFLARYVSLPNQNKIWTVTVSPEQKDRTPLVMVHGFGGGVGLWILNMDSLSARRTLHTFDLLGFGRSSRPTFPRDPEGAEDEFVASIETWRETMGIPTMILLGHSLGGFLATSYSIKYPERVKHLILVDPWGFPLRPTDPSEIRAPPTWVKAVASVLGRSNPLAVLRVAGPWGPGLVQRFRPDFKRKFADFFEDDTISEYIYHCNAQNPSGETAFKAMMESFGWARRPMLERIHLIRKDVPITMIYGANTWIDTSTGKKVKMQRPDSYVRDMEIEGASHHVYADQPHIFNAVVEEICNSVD
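Test system: mABHD4 protein; Read-out basis: % inhibition; Incubation: 45 min + 60 min at 25 °C; Repeats: single replicate; Technique: fluorescence polarization with parallel and perpendicular emission, 525/598 nm; Compound: 8.92 µM, single dose; Benchmarks: full inhibition S159A mutant plus DMSO, zero as sample-well median.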
TDP2 absorb = human TDP2 enzyme inhibitors, primary screen, biochemical, epi absorbance, recombinant enzyme; Tyrosyl-DNA phosphodiesterase 2 (Homo sapiens), O95551; T5PNP hydrolysis, p-nitrophenol absorbance 415 nm; inhibition, % at 12.8 µM; 370,000 compounds, 0.34% hits; AID 720702, 2013;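 active = inhibition above the mean of all tested compounds plus 3 SD, set per campaign, cut at about 25% in these data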;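 also: 0% = DMSO with enzyme and 100% = buffer with substrate but no TDP2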
Target sequence (O95551 whole entry, looked up): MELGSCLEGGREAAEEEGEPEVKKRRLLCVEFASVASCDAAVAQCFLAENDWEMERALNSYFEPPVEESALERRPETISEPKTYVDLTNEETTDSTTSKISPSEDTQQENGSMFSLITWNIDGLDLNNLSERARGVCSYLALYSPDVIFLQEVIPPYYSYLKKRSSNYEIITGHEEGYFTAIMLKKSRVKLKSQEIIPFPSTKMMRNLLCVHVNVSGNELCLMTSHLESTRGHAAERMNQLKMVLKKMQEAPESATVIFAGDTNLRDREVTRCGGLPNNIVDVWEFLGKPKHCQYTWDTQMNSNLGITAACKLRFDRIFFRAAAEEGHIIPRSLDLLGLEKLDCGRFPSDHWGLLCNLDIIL
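System – recombinant human TDP2 · Amount – 120 nM TDP2 per well · Buffer or medium – Mg2+-containing Tris-HCl buffer, pH 7.5 · Reagent – T5PNP substrate, 5 mM · Dosing – 12.8 µM single point, 1% DMSO · Incubation – 2 h at 37 °C · Measured by – epi absorbance · Read-out basis – percent inhibition · Benchmarks – high control without enzyme, low control DMSO plus TDP2 · Repeats – singlicate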
LEDGF integ inh = blockers of LEDGF/p75-dependent integrase strand transfer – biochemical, TR-FRET, high throughput, primary screen | HIV-1 integrase (with human LEDGF/p75) | TR-FRET IN-LEDGF/p75 DNA integration, Eu/Cy5 | inhibition, % at 3.7 µM | 370,000 compounds, 0.64% hits;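 active = inhibition above the screen-wide mean plus 3 SD, cut at about 13% in these data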;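 also: signal is the Cy5 over europium emission ratio at 671 and 618 nm; 0% = plate median of compound wells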
SIAE primary = human SIAE inhibitors, primary screen, biochemical, fluorescence polarization, FP-Rh probe, 1536-well HTS; SIAE FP-Rh probe binding; inhibition, % at 9.66 µM; 370,000 compounds, 0.69% hits;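 active = inhibition above a cutoff: mean of compounds within the control limits plus 3 SD of those, cut at about 17% in these data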;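 also: 0% = plate median of compound wells and 100% = probe without SIAE protein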
* hit, by the source's call; . = no result given.

SMILES	MBD2 inh	rCAG RNA binder	HTRA1 inhibitor	TCR-CD3 inh	NPR2 activator	PRMT1 inh	ABHD4 inh	TDP2 absorb	LEDGF integ inh	SIAE primary
O=C(C1CCC(CNc2c(N3CCCCC3)c(=O)c2=O)CC1)N1CCc2ccccc2C1 (centres undefined)	0.2	1.8	-0.5	2.6	-6.7	0.2	2.2	3.5	-2.7	13.5
COc1ccc(N(C(=O)Cn2nnc3ccccc32)C(C(=O)NC(C)(C)C)c2ccc(OC)c(O)c2)cc1 (centres undefined)	-1.0	-5.7	0.4	-1.9	-1.9	-4.0	-5.0	3.8	4.6	2.8
CCNC(=O)Cn1c(=O)c2c(ncn2Cc2ccccc2)n(Cc2ccccc2)c1=O	-4.0	-6.9	-7.5	4.1	2.7	-2.7	-2.5	9.6	-0.3	-0.3
O=C(N/N=C/c1ccc(OC(=O)c2cccc(Br)c2)cc1)c1cccnc1	1.6	2.2	-17.2	-4.7	4.4	4.2	-3.3	7.1	0.3	-15.4
CC(C)CC(C(=O)OCC(=O)N1CCN(c2ccccc2)CC1)N1C(=O)c2ccccc2C1=O (centres undefined)	-3.4	2.5	-14.5	-3.5	-4.3	5.4	1.8	-2.3	1.1	-1.2
O=C(Nc1nnc(-c2ccco2)o1)c1ccc(S(=O)(=O)N2CCCCC2)cc1	-0.8	13.9	11.4	-14.3	0.2	-2.4	-2.7	-9.3	7.2	-7.6
CC(C)n1c(=O)c2ccccc2n1CC(=O)N1CCOCC1	-4.1	3.7	.	1.8	0.2	-1.3	3.4	-1.1	7.6	6.0
C=CCNc1ccc2c(c1)OC[C@H](CC(C)C)NS2(=O)=O	6.1	0.4	.	1.8	1.1	1.7	3.3	1.2	5.1	-0.2
CC(C)CCN1CCN(Cc2ccsc2)CC1CCO (centres undefined)	-3.0	-2.2	-6.9	3.6	3.5	-5.7	0.4	6.8	2.2	-0.5
CCc1ccc(/C=C/c2c([N+](=O)[O-])c(=O)n(C)c(=O)n2C)cc1	-4.3	-2.4	-5.6	6.0	3.5	-5.1	-1.6	-7.3	-1.4	2.8
O=S(=O)(Cc1ccccc1)N1CCCCC1	2.0	3.7	-8.8	-8.2	1.8	1.5	3.6	-2.2	4.4	1.4
c1coc(CNc2ncnc3c2oc2ccccc23)c1	2.3	-0.2	-6.5	-1.6	6.1	1.4	2.3	-14.5	4.8	3.3
CN1CCN(C2CN(Cc3cn(Cc4cccc(C(F)(F)F)c4)nn3)S(=O)(=O)C2)CC1 (centres undefined)	4.3	2.2	.	12.3	5.8	-1.5	2.7	8.5	0.6	-1.2
C/C(=N\NC(N)=S)c1ccccc1	-2.2	4.3	-3.8	4.3	-4.2	-2.8	-4.0	0.9	1.5	1.6
COC(=O)c1c(-c2ccc(F)cc2)csc1NC(=O)C1CCCO1 (centres undefined)	0.5	-1.2	-15.5	-0.4	0.1	0.5	-0.1	-16.9	-2.5	3.8
COC(=O)c1sccc1NC(=S)Nc1cc(OC)ccc1OC	4.2	1.6	11.1	-2.5	4.2	2.1	5.0	-12.5	-1.3	9.7
O=C(CC1Nc2ccccc2NC1=O)NCCCN1CCCCCC1 (centres undefined)	-6.2	3.6	5.8	-0.6	-4.4	0.2	6.5	12.9	1.0	8.1
Cc1nc2ccccc2cc1OCc1ccc(Cl)cc1	3.1	0.1	-33.7	-7.9	-4.4	0.1	-13.0	-2.4	-2.6	-1.4
C(=C\c1ccccc1)/CN1CCN(C(c2ccnc3ccccc23)c2nnnn2C2CCCC2)CC1 (centres undefined)	2.2	5.0	.	-2.0	1.4	3.1	5.9	0.7	0.2	1.4
Cc1cccc(Nc2nc(N)nc(CN3CCC(C(N)=O)CC3)n2)c1C	3.7	4.3	5.3	-15.8	1.2	-1.5	-3.6	-14.5	-7.5	-0.7
CCOc1ccc(/C=N/NC(=O)c2ccccc2NC(=O)c2ccc(OC)cc2)cc1	-1.9	18.9	-44.9	1.2	-2.1	-2.8	-6.9	-5.1	0.9	-91.9
COc1cc(C(=O)NC(C)CCc2ccccc2)cc(OC)c1OC (centres undefined)	1.4	-1.9	6.8	3.5	-0.1	-0.8	-2.7	-3.6	-3.5	-2.6
CCOCCCN(C(=O)Cn1nnc(-c2ccc(C)o2)n1)C(C(=O)NCC1CCCO1)c1ccc(F)cc1 (centres undefined)	-4.8	-7.4	-4.2	-1.0	8.4	-10.1	3.0	11.6	3.0	9.3
CCOc1ccc(CCNC(=O)COC(=O)c2cccnc2OCC)cc1OCC	2.0	-8.6	-1.9	-4.5	9.4	0.6	-5.0	-4.2	2.5	1.2
O=C(NCc1ccccn1)c1n[nH]c2ccccc12	2.9	0.5	0.0	-1.3	-3.7	-1.8	-2.2	4.1	2.1	-0.7

In the list so far, these contain fluorine:
SMILES	MBD2 inh	rCAG RNA binder	HTRA1 inhibitor	TCR-CD3 inh	NPR2 activator	PRMT1 inh	ABHD4 inh	TDP2 absorb	LEDGF integ inh	SIAE primary
CN1CCN(C2CN(Cc3cn(Cc4cccc(C(F)(F)F)c4)nn3)S(=O)(=O)C2)CC1 (centres undefined)	4.3	2.2	.	12.3	5.8	-1.5	2.7	8.5	0.6	-1.2
COC(=O)c1c(-c2ccc(F)cc2)csc1NC(=O)C1CCCO1 (centres undefined)	0.5	-1.2	-15.5	-0.4	0.1	0.5	-0.1	-16.9	-2.5	3.8
CCOCCCN(C(=O)Cn1nnc(-c2ccc(C)o2)n1)C(C(=O)NCC1CCCO1)c1ccc(F)cc1 (centres undefined)	-4.8	-7.4	-4.2	-1.0	8.4	-10.1	3.0	11.6	3.0	9.3

Further entries
SMILES	MBD2 inh	rCAG RNA binder	HTRA1 inhibitor	TCR-CD3 inh	NPR2 activator	PRMT1 inh	ABHD4 inh	TDP2 absorb	LEDGF integ inh	SIAE primary
Cc1sc2ncn(CC(=O)NCC3COc4ccccc4O3)c(=O)c2c1S(=O)(=O)N1CCOCC1 (centres undefined)	-1.1	-1.4	0.4	2.8	-1.1	-0.8	3.8	6.6	-1.4	-0.5
COc1ccccc1C(=O)N/N=C(\C)CC(=O)Nc1ccccc1NC(C)=O	-0.8	-2.2	1.1	-6.9	-1.0	5.1	6.5	-13.1	-2.9	-0.1
O=C(NCc1ccccc1)C1CCC1	3.6	-1.5	3.0	0.4	0.4	-2.6	-2.5	5.4	-2.0	-2.5
O=C(COC(=O)CCCNC(=O)c1ccc(Cl)cc1)NC1CC1	8.7	2.2	-1.5	-3.2	-2.3	2.9	-15.3	-4.1	-0.3	-5.6
Cc1cc(C)nc(Nc2cc([N+](=O)[O-])ccc2C)n1	2.5	1.2	-2.4	4.3	-2.8	5.5	-8.3	-5.4	-2.1	-1.7
CC(=O)OC[C@H]1O[C@@H](Oc2cc3ccc(=O)oc3cc2OC(C)=O)[C@H](OC(C)=O)[C@@H](OC(C)=O)[C@@H]1OC(C)=O	-3.4	1.7	-1.8	2.9	-3.8	0.0	-1.0	-0.5	-4.7	4.4
O=C(/C=C/c1cccc([N+](=O)[O-])c1)N1CCN(c2ccccn2)CC1	1.7	0.2	-1.8	-6.0	1.9	-3.7	1.7	2.6	2.9	-7.1
CN1C(=O)/C(=C/c2ccccc2Cl)Sc2ccc(C(=O)NCc3cccnc3)cc21	3.9	12.0	-47.6	-2.4	7.1	3.8	-20.8	8.4	1.7	-32.5
CN1C[C@@H]2[C@@H]3C(=O)N(Cc4ccccc4)C(=O)[C@@H]3[C@](Cc3ccccc3)(C1=O)N2C(=O)c1ccc(Cl)cc1	-3.2	-4.6	-10.4	6.2	-18.3	0.2	-0.4	-7.2	-2.4	1.3
Cc1ccc(C(=O)CN2C(=O)C(=O)N(Cc3ccccc3)C2=O)cc1	0.5	1.4	-0.4	-2.5	-4.2	1.2	-0.1	5.0	-0.9	1.0
CCC(C)c1ccc(NC(=O)COC(=O)CCNC(=O)c2ccco2)cc1 (centres undefined)	-3.0	1.3	-3.5	3.4	7.8	-4.8	0.2	2.1	-2.5	6.0
CCOP(=O)(c1ccc(N(C)C)cc1)C(O)c1ccc(Cl)cc1 (centres undefined)	-3.5	-7.4	-2.5	-5.0	-3.0	1.6	-0.3	-1.8	3.0	-7.3
O=C(NC1CCCC1)C1CC(=O)N(CCc2ccccc2)C1 (centres undefined)	3.4	0.1	8.3	3.8	4.8	0.8	-1.1	5.3	4.5	-3.2
COc1cc([N+](=O)[O-])ccc1NC(=S)Nc1cc(C(=O)OC(C)C)cc(C(=O)OC(C)C)c1	-7.6	1.7	-1.9	-1.1	2.4	-3.2	-4.8	-3.0	-4.2	-5.5
CC(CCc1ccccc1)NC(=O)CNC(=O)c1cccs1 (centres undefined)	-2.7	0.2	0.1	0.8	2.8	-2.7	3.8	4.2	0.8	-3.9
CCOC(=O)C1CCN(S(=O)(=O)c2csc(C(N)=O)c2)CC1	0.3	0.5	0.9	1.1	0.8	1.8	4.3	-2.3	-2.5	-1.3
CC1CC1C(=O)OCC(=O)Nc1ccc2[nH]c(=O)[nH]c2c1 (centres undefined)	-4.6	2.2	-4.0	4.8	-1.5	-1.9	5.5	6.7	2.5	3.4
COc1cccc(/C(C)=N/N=C(\C)c2cccc(OC)c2)c1	4.1	-7.6	3.4	0.5	-4.7	0.6	1.5	-1.5	-4.6	-7.2
O=S(=O)(Nc1cccc(S(=O)(=O)N2CCCC2)c1)c1cccc(Br)c1	104.5*	20.3	4.5	6.8	-2.4	-4.5	4.0	-0.3	-2.4	-3.3
CC(C)N(C(=O)COC(=O)[C@H](C)NC(N)=O)c1ccccc1	-1.2	-2.3	7.0	-0.9	4.6	-0.6	-0.1	-1.1	-0.9	6.4
C/C(=N\O)C(=O)NCC1CCNCC1	-6.3	-1.7	0.6	1.8	1.4	-3.4	0.5	6.3	-3.0	0.6
CN(C)CCN(C(=O)c1ccc(S(=O)(=O)N(C)c2ccccc2)cc1)c1nc2ccc(Cl)cc2s1	-1.4	0.2	-9.6	6.8	1.8	2.4	0.2	-6.3	2.0	-3.0
O=C(Nc1ccc(C(=O)O)cc1)/C(=C\c1ccc2c(c1)OCO2)NC(=O)c1ccc(Br)o1	-4.0	12.3	0.9	2.1	0.7	3.5	-5.3	-2.0	-3.7	-5.2
COC(=O)c1ccccc1NC(=O)c1ccc(-c2ccccc2F)o1	0.7	-1.4	4.1	-2.2	2.7	-1.9	5.5	-2.1	-0.1	-5.5
CCOc1cc(C(=O)O/N=C(\N)c2ccc([N+](=O)[O-])cc2)cc(OCC)c1OCC	6.6	1.6	-3.3	-5.2	-9.6	3.9	-7.0	-3.2	-0.5	-3.0
Cc1cccc(CNc2ccc(C(CC(N)=O)NC(=O)c3ccccc3)cc2[N+](=O)[O-])c1 (centres undefined)	0.7	2.8	-4.1	0.6	-1.8	-1.6	-4.4	1.1	0.0	-9.7

Only part of the results is shown (hit frequency here may not be typical).
